# Screening results from PubChem.
# Keap1 Nrf2 FP: inhibitors of human Keap1-Nrf2 protein-protein interaction | Q14145 | Keap1 Kelch-Nrf2 peptide fluorescence polarization, 1536-well | inhibition, % at 9.4 µM | 0.15% of 340,000 active; in the data active = inhibition above about 12%;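 also: human Keap1 Kelch domain with fluorescein labeled Nrf2 9mer peptide probe; 0% = neutral control wells and 100% = peptide positive control; higher means more block of Keap1 binding to Nrf2 peptide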
# Arrestin-AP2 inh: human beta-arrestin and AP2 interaction inhibition | FITC-arrestin peptide / GST-AP2 beads, flow cytometry; AP2 beta2 appendage carries R879A mutation | inhibition, % at 10 µM | 0.31% of 340,000 active | AID 504490;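 active = inhibition above a set limit, near 3 SD of compounds lacking own fluorescence, cut at about 54% in these data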;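 also: plate controls were DMSO wells for no effect and 5 µM unlabelled arrestin peptide for full effect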
#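 System: GST-AP2 R879A bound to glutathione beads, E. coli-expressed. Also added: 50 nM FITC-arrestin peptide. Schedule: compound with beads 12 min RT, then probe 1 h RT. Signal: bead flow cytometry, FITC channel. Read-out basis: percent response.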
# CAL PDZ FP-1: blocks peptide binding to human CAL PDZ domain. Q9HD26. purified CAL PDZ, TMR-peptide fluorescence polarization, 1 h. inhibition, % at 20 µM. 0.02% of 330,000 active. AID 504414;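 active = highest replicate inhibition of at least 40%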;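 also: plate controls were DMSO neutral control wells for no effect and unlabeled competitor peptide control wells for full effect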
#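 System: tagged CAL PDZ domain. Schedule: 1 h room-temperature incubation prior to read. Signal: fluorescence polarization (mP). Measure: percent inhibition from loss of millipolarization.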
# V-ATPase pHluor: alters yeast V-ATPase proton transport. response, % at 10 µM. AID 504577. 0.37% of 350,000 active. S. cerevisiae, pHLuorin cytosolic pH fluorescence; in the data active = response mostly above about 7.3%, no sharp cut-off; inactive = mostly below about 5.4%; also: actives read high; inactives centre near 0; some compounds called inactive have numbers as strong as hits; reference of the scale not given here
# C-LANA FP: KSHV C-LANA DNA binding inhibition | inhibition, % at 9 µM | AID 504423 | MBP-C-LANA/FAM-LBS DNA binding, fluorescence polarization | 0.078% of 340,000 active;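 active = highest replicate inhibition at or above 60% at 9 µM, even if other replicates fall short; inactive = all replicates below 60% inhibition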;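 also: 0% = neutral control wells and 100% = 4 µM acridine orange control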
# NSD2 HMT inh: blocks human histone methyltransferase NSD2; O96028; NSD2 peptide methylation, AlphaScreen, 120 min; inhibition, % at 12.5 µM; 0.54% of 310,000 active; AID 743445; in the data active = inhibition above about 50%
# Target sequence (O96028 whole entry, looked up): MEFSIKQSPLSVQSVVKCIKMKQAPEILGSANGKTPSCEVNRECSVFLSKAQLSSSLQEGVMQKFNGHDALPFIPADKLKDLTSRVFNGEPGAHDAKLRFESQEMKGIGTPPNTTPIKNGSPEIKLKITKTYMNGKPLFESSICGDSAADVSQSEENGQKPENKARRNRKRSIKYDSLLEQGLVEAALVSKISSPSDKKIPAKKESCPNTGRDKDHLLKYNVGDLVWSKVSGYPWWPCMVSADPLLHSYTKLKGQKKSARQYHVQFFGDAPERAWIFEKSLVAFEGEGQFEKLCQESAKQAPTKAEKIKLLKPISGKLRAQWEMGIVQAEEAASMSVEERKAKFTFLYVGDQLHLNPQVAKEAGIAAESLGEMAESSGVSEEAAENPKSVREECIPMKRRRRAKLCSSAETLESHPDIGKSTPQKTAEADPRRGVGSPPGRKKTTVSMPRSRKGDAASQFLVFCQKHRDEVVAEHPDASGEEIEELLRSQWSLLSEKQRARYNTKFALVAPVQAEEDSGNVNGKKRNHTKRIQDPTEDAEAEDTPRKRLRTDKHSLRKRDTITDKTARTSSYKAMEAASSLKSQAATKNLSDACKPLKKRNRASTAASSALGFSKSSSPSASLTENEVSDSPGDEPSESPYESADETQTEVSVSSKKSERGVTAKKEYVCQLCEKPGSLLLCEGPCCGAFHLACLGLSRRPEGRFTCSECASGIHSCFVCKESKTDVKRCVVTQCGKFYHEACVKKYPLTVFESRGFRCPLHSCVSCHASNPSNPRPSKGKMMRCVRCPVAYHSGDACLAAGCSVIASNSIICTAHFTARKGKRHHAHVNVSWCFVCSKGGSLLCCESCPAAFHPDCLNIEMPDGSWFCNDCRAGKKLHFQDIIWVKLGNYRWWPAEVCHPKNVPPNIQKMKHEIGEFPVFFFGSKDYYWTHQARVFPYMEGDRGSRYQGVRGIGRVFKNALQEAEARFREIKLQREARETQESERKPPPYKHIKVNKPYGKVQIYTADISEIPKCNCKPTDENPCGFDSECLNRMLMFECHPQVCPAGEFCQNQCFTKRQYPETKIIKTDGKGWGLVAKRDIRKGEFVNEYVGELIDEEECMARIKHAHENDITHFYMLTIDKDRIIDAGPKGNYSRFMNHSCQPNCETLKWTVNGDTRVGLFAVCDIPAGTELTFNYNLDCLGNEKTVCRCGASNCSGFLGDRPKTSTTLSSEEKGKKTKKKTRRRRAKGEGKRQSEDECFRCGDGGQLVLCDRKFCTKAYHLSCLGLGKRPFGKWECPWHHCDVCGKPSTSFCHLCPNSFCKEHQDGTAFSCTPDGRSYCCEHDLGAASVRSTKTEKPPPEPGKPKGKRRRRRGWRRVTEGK
# DAGLB inh: diacylglycerol lipase beta (human) inhibition; Q8NCG7; HEK293T DAGLB membrane lysate, EnzChek fluorogenic substrate; inhibition, % at 5.17 µM; 0.059% of 340,000 active; AID 504411; in the data active = inhibition above about 34%;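 also: 0% = enzyme with vehicle and 100% = wells lacking enzyme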
# RTF Ca sens inh: cardiac RTF calcium desensitization. P19429+P45379. IANBD-labeled cardiac RTF, Ca2+ fluorescence. inhibition, % at 7.15 µM. 0.12% of 340,000 active;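 active = inhibition above the mean inhibition of all tested compounds plus 3 SD, cut at about 17% in these data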;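 also: assay run at fixed EC70 calcium of 1.6 mM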
# CAL PDZ FP-2: blocks peptide binding to the human CAL PDZ domain | Q9HD26 | purified CAL PDZ, TMR-peptide fluorescence polarization, 1 h | inhibition, % at 24.9 µM | 0.92% of 300,000 active | AID 602252;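 active = mean inhibition of at least 30% with at least half of replicates also reaching 30%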;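 also: 0% = DMSO neutral control and 100% = excess unlabeled competitor peptide PRC23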
# Pemphigus Ab inh: inhibitors of pemphigus antibody binding to human desmoglein-3; binding (percent of control), % at 10 µM; 0.48% of 310,000 active; DSG3-coupled beads, scFv-anti-DSG3-GFP binding, flow cytometry; active compounds read low;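 active = binding more than 3 SD below its plate's average and above zero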;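 also: hits lower antibody fragment binding to DSG3; some compounds called inactive have numbers as strong as hits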
# * = called active by the depositor; nt = not tested or not shown.
SMILES,Keap1 Nrf2 FP,Arrestin-AP2 inh,CAL PDZ FP-1,V-ATPase pHluor,C-LANA FP,NSD2 HMT inh,DAGLB inh,RTF Ca sens inh,CAL PDZ FP-2,Pemphigus Ab inh
CCCN(c1ccccc1C(=O)O)S(=O)(=O)c1ccc2c(c1)n(C)c(=O)n2C,-5,10,0.0,-1,-1.0,0,0,0,-2,101
CN(c1nc(-c2ccc(Br)cc2)cs1)C1CCS(=O)(=O)C1 (stereo not given),1,0,20,-3,0.0,-5,0,-5,-4,101
CCOP(=O)(OCC)c1nc(-c2ccccc2)oc1N1CCCCC1,-3,7,1.3,-1,-4.3,-1,1,-13,-2,103
CCC(C(=O)NCCN1CCN(C)CC1)n1c(C)c2cnn(-c3ccccc3)c(=O)c2c1C (stereo not given),-5,12,-0.4,-8,-1.1,nt,2,-7,-2,97
O=C(c1cccc(COc2ccc(Cl)cc2Cl)c1)N1CCN(c2ccccn2)CC1,2,-6,-2.4,0,-1.9,0,-11,-9,-2,125
CCC(CC)C(=O)NCc1ccc(Cl)cc1,-5,-4,0.4,6,0.5,-4,1,1,0,110
COc1ccc2c(C)c(Cc3ccccc3)c(=O)oc2c1OC,-2,38,-0.5,0,1.9,-1,-1,-5,-3,109
CCc1ccc2c(c1)c1nnc(NN)nc1n2C,-3,33,0.0,-2,-1.0,4,1,-3,13,94
c1ccc(-c2ccc(OCCN3CCOCC3)cc2)cc1,-6,-9,-0.2,-1,1.3,4,-1,-3,-4,103
COc1ccc(C(c2oc(CO)cc(=O)c2O)c2oc(CO)cc(=O)c2O)cc1OC,0,5,-0.6,-1,-1.5,-1,-4,-6,-7,98
CCOC(=O)c1cccc(NC(=O)c2ccc(NC(=O)c3ccco3)cc2)c1,3,29,-1.7,2,2.0,-1,-6,-15,nt,nt
CC(OC(=O)CCN=C1NS(=O)(=O)c2ccccc21)C(=O)NCc1ccccc1 (stereo not given),-2,-5,-2.1,1,0.2,-4,-1,0,0,99
Cc1ccc(S(=O)(=O)NCCCC(=O)C=[N+]=[N-])cc1,-1,2,nt,2,1.3,-2,-4,0,1,93
CC1CN(C(=O)/C=C/c2ccc(SC(F)F)cc2)CC(C)O1 (stereo not given),-2,-3,-1.2,0,0.0,1,-3,-9,-3,102
CC(C)(C)OC(=O)C1C(=O)CC(C)(O)C(C(=O)OC(C)(C)C)C1c1ccco1 (stereo not given),-2,4,-1.4,6,1.6,-1,-6,5,4,99
Cc1ccc(Oc2ncccc2/C=N/O)cc1,0,-5,-1.9,0,2.0,1,-2,-5,9,nt
COc1ccc(S(=O)(=O)N2CCCCC2)cc1NC(=O)CCc1cc(OC)c(OC)c(OC)c1,0,-6,0.4,-2,-1.5,0,-2,-5,-5,108
COc1ccc(/C=N\NC(=O)c2sc(N)nc2C)cc1OC,-1,9,-1.6,-4,-1.3,0,1,-5,-2,104
[O-]c1c[n+](-c2ccc(-[n+]3cc([O-])on3)cc2)no1,2,1,-1.9,-10,0.5,nt,2,-9,1,100
O=C(/C=C/c1ccco1)NCC1OCCc2ccccc21 (stereo not given),-7,7,0.0,-2,1.6,4,3,-4,-1,nt
COc1ccc(C(=O)NCC(=O)OCC(=O)Nc2cc(OC)ccc2OC)cc1,-2,-2,-0.8,-4,-0.5,-1,2,0,-2,nt
O=C(Nc1ccncc1)c1cccc(S(=O)(=O)N2CCN(c3ccc(F)cc3)CC2)c1,-5,-4,0.5,-1,-5.7,nt,-2,-12,-8,86
Cn1c(N)c(C#N)c(C#N)c1-c1ccccc1,-2,7,-2.0,0,0.1,nt,-1,2,0,108
CCOC(=O)C1=C(C)C(c2ccccc2OC)NC(=O)N1 (stereo not given),-5,-7,-0.3,4,1.8,1,-1,-10,-6,106

# Single records, as listed above:
# CCOC(=O)C1=C(C)C(c2ccccc2OC)NC(=O)N1 (stereo not given) across the screens: Keap1 Nrf2 FP: -5; Arrestin-AP2 inh: -7; CAL PDZ FP-1: -0.3; V-ATPase pHluor: 4; C-LANA FP: 1.8; NSD2 HMT inh: 1; DAGLB inh: -1; RTF Ca sens inh: -10; CAL PDZ FP-2: -6; Pemphigus Ab inh: 106
# Cc1ccc(S(=O)(=O)NCCCC(=O)C=[N+]=[N-])cc1 across the screens: Keap1 Nrf2 FP: -1; Arrestin-AP2 inh: 2; CAL PDZ FP-1: nt; V-ATPase pHluor: 2; C-LANA FP: 1.3; NSD2 HMT inh: -2; DAGLB inh: -4; RTF Ca sens inh: 0; CAL PDZ FP-2: 1; Pemphigus Ab inh: 93

# Further entries
SMILES,Keap1 Nrf2 FP,Arrestin-AP2 inh,CAL PDZ FP-1,V-ATPase pHluor,C-LANA FP,NSD2 HMT inh,DAGLB inh,RTF Ca sens inh,CAL PDZ FP-2,Pemphigus Ab inh
CC(=O)c1c(C)[nH]c(C(=O)COC(=O)CN(C)S(=O)(=O)c2ccc(Cl)cc2)c1C,-2,19,-0.3,-3,-0.9,-2,-8,-6,-2,102
COc1ccccc1-c1nc2ccccc2nc1-c1ccccc1OC,-2,-5,-0.2,-1,-1.4,0,-4,-9,-7,97
CCCc1nc(SCC(=O)NNC(=O)C2CCCCC2)c2ccccc2n1,-2,-8,-2.2,2,0.9,1,-1,-4,nt,83
C[n+]1ccc(/C=C/c2c[nH]c3ccc(F)cc23)cc1,-105,-4,0.5,4,-19,nt,-28,-116,-3,128
Cc1cc(NC(=O)Cn2cnc3c(cnn3C(C)(C)C)c2=O)no1,2,12,0.0,-5,-0.1,-2,-1,-12,-1,103
Fc1ccccc1/C=N/n1c(C2CCCCC2)n[nH]c1=S,-8,-5,0.9,2,-1.2,11,-5,-9,-1,101
CC(=O)NC(N1CCCCC1)C(F)(F)C(F)(F)C(F)(F)C(F)F (stereo not given),-1,6,nt,2,0.5,1,-1,-4,-2,96
OC(COc1ccc2ccccc2c1)CN1CCCC1 (stereo not given),-6,-11,-0.5,8,-0.3,2,1,-4,4,107
CC(C)(C)c1ccc(NC(=O)Nc2ccc3ccccc3n2)cc1,6,-2,0.4,-2,1.1,0,2,-1,5,nt
CC(C)(C)NC(=O)c1ccc2c(c1)C(=O)N(Cc1ccco1)C2=O,-5,16,0.7,-2,2.6,1,-5,7,nt,91
CN(Cc1ccon1)Cc1cn(C)nc1-c1ccc2c(c1)OCCO2,2,18,nt,1,0.9,11,-1,-9,-4,94
C=CCNC(=O)c1ccccc1NC(=O)Nc1ccccc1,1,2,-3.0,9,-1.2,-1,-1,-4,1,115
CC(C)(C)OC(=O)NCc1ccc(CNC(=O)c2nc[nH]c2C(=O)N2CCN(C(=O)OC(C)(C)C)CC2)cc1,3,4,-0.2,-1,1.9,nt,1,-8,-1,107
CN1CCC(N(C)S(=O)(=O)c2ccc(NC(=O)COc3ccc(F)cc3Cl)cc2)CC1,-2,0,-2.3,0,1.5,2,0,1,-2,106
O=C(CN1CCN(Cc2ccc(F)cc2)CC1)Nc1ccccc1F,-5,15,0.1,1,0.6,-3,0,-3,-2,104
CCCCN(C(=O)C1CSC2(C)CCC(=O)N12)c1c(N)n(CC(C)C)c(=O)[nH]c1=O (stereo not given),-1,-7,1.3,7,0.2,-2,2,-4,-1,97
O=c1[nH][nH]c(-c2ccccc2)c1C=Nc1ccccc1,1,23,-0.5,0,-1.2,-1,0,1,-1,97
COc1ccc(NS(=O)(=O)c2ccc(S(=O)(=O)N3CCOCC3)cc2)cc1,3,-29,-0.3,1,-0.1,-6,2,-13,4,107
COc1ccc(S(=O)(=O)NCc2ccccn2)cc1Cl,-4,-1,-0.2,0,-0.8,0,-2,2,-2,108
COCCn1c(SCC(=O)NC2CCCC2)nc2ccccc2c1=O,6,4,0.3,3,4.7,1,3,-5,nt,nt
COC(=O)c1ccccc1COn1c(=O)c(C)[n+]([O-])c2ccccc21,-5,6,-2.1,-1,0.0,0,2,4,0,108
CCOc1ccc(OCCN2CCCCC2)cc1,-2,-6,-1.0,4,-1.4,2,-4,-2,2,103
CC(C)(C)c1ccc(Cn2nnc3c(=O)[nH]c(C4CCN(C(=O)c5ccco5)CC4)nc32)cc1,0,14,-2.8,-3,-1.0,nt,4,-5,-4,96
CCOc1cccc(N2C(=O)CC(N3CCC(C(N)=O)(N4CCCCC4)CC3)C2=O)c1 (stereo not given),2,-2,-0.4,0,4.6,16,3,-4,8,98
Cc1cccc(NS(=O)(=O)c2ccc(NC(=O)N3CCCCC3)cc2)c1,-3,-1,-1.6,-1,-0.6,nt,1,5,nt,104
COc1ccc(CCNC(=O)C(=O)NCC2OCCCN2S(=O)(=O)c2cc(C)ccc2C)cc1 (stereo not given),-4,26,-1.0,0,-0.3,-4,-1,-3,-1,107
COc1ccc(OCCOc2ccc(/C=C3\C(=N)N4N=C(C)SC4=NC3=O)cc2)cc1,-5,-5,-0.4,-3,-0.6,0,-2,2,nt,104
O=C1C=C(c2ccc3c(c2)OCCO3)C[C@@H](c2ccc(F)cc2)C1,0,43,-1.1,-2,-3.1,nt,-11,5,1,96
O=C(Nc1cc(S(=O)(=O)N2CCOCC2)ccc1OCC(F)(F)F)C1=COCCO1,6,11,-2.4,-4,-3.8,-2,-7,-7,-1,102
NC(=O)c1cccc(S(=O)(=O)N2CC(c3ccccc3)CC2=O)c1 (stereo not given),-1,2,-0.2,-3,1.3,nt,0,-2,1,105
COc1ccc(S(=O)(=O)N(CC(=O)Nc2ccccc2C(=O)N2CCOCC2)c2ccc(F)cc2)cc1,0,-2,-0.8,3,1.2,1,0,-5,-2,106
O=S(=O)(Nc1ccccn1)c1cccc(S(=O)(=O)c2ccc(Cl)cc2)c1,5,-32,0.8,10,-2.4,-1,0,6,0,116
Cc1nc(N2CCN(C(=O)CCC(=O)O)CC2)c2c(C)c(C)sc2n1,0,5,-2.4,0,0.6,-3,-1,3,-1,99
CCCCCCn1cnc2c(c1=O)c1nc3ccccc3nc1n2Cc1cccs1,-1,4,-0.8,-7,0.0,0,-1,1,-3,92
N/C(=N\OC(=O)c1ccoc1)c1ccc(Br)cc1,2,21,-0.7,0,-1.4,-2,-6,-3,-1,107
O=C(Nc1nc(-c2ccc3c(c2)OCO3)cs1)C1COc2ccccc2O1 (stereo not given),-3,9,-0.4,-1,-1.1,nt,-7,2,nt,115
COc1ccc(S(=O)(=O)N2CC(=O)Nc3ccccc32)cc1F,-3,2,nt,-2,0.4,0,-1,-3,-3,109
C/C(=N/NC(=O)c1cc(C2CC2)[nH]n1)c1cccs1,-4,-2,0.6,1,-1.2,-1,1,3,1,100
CCN1CCN(c2ccc(S(=O)(=O)N3CCCCC3)cc2NC(=O)COc2ccc(F)cc2Cl)CC1,-5,-9,-1.0,-4,-0.7,7,-4,3,10,108
CC1(C)N=C(c2cccs2)C(C)(C)N1O,-2,1,-4.3,-1,-3.3,-2,-5,-9,9,nt
COc1ccc(-n2ncc3c2CC(C)(C)CC3NC(=O)c2ocnc2C)cc1 (stereo not given),-1,16,0.6,0,-1.1,2,-1,-6,14,105
COc1ccc(C(=O)Nc2ccccc2C(=O)Nc2cccnc2)cc1,1,23,-8.2,1,-1.2,-1,-6,4,nt,nt

# An excerpt, so the mix of outcomes need not match the whole.
